# CAL PDZ FP-1: untagged CAL PDZ binding inhibitors, primary screen, biochemical, fluorescence polarization, HTS; Golgi-associated PDZ and coiled-coil motif-containing protein (Homo sapiens), Q9HD26; purified CAL PDZ, TMR-peptide fluorescence polarization, 1 h; inhibition, % at 24.9 µM; hit rate 0.92% among 300,000; AID 602252, 2012;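 active = mean inhibition of at least 30% with at least half of replicates also reaching 30%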;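 also: 0% = DMSO neutral control and 100% = excess unlabeled competitor peptide PRC23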
# SR-BI uptake up: activators of SR-BI mediated DiI-HDL uptake, primary screen, ldlA[mSR-BI] CHO cells, DiI fluorescence; 3 h; 100 = double the neutral-control signal; activation, % at 12.5 µM; hit rate 0.096% among 320,000; AID 504775, 2011;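 active = mean replicate activation of at least 60% and every replicate at or above 60%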;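 also: 0% = median plate neutral-control signal and 100% = twice that signal; values of inactives mirror those of a sister screen read the other way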
#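 system = CHO ldlA[mSR-BI] cells, LDL receptor-null, SR-BI overexpressing | medium = Ham's F12 with 0.5% BSA, HEPES 25 mM, pH 7.4 | probe or stimulus = DiI-HDL 10 µg/mL | compound dosing = single-point compound dose | incubation = compound exposure 3 h, 37 °C | technique = DiI fluorescence, bottom read | read-out = cell-associated DiI fluorescence as measure of HDL uptake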
# CAL PDZ FP-2: CAL PDZ peptide-binding inhibitors, primary screen, biochemical, fluorescence polarization, Cer-tagged CAL PDZ, HTS; Golgi-associated PDZ and coiled-coil motif-containing protein (Homo sapiens), Q9HD26; purified CAL PDZ, TMR-peptide fluorescence polarization, 1 h; inhibition, % at 20 µM; hit rate 0.02% among 330,000; AID 504414, 2011;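 active = highest replicate inhibition of at least 40%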;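 also: plate controls were DMSO neutral control wells for no effect and unlabeled competitor peptide control wells for full effect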
#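 Assay system – tagged CAL PDZ protein CerCALP, purified · Timing – 1 h at RT · Compound – single point, 20 µM · Measured by – fluorescence polarization from S- and P-plane intensities, G-factor corrected · Evaluation – inhibition from polarization loss · Probe or stimulus – TMR reporter peptide T*-PRC34 · Buffer or medium – pH 7.4 phosphate-saline buffer, reducing agent, detergent, IgG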
# Keap1 Nrf2 FP: Keap1-Nrf2 protein-protein interaction inhibitors, primary screen, biochemical, fluorescence polarization, single point. hit rate 0.15% among 340,000. inhibition, % at 9.4 µM. Keap1 Kelch-Nrf2 peptide fluorescence polarization, 1536-well. Kelch-like ECH-associated protein 1 (Homo sapiens), Q14145; in the data active = inhibition above about 12%;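 also: human Keap1 Kelch domain with fluorescein labeled Nrf2 9mer peptide probe; 0% = neutral control wells and 100% = peptide positive control; higher means more block of Keap1 binding to Nrf2 peptide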
# DAGLB inh: DAGLB lipase inhibitors, primary screen, biochemical, fluorescence, HTS | hit rate 0.059% among 340,000 | inhibition, % at 5.17 µM | HEK293T DAGLB membrane lysate, EnzChek fluorogenic substrate | Diacylglycerol lipase-beta (Homo sapiens), Q8NCG7; in the data active = inhibition above about 34%;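 also: 0% = enzyme with vehicle and 100% = wells lacking enzyme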
# PKA-R2B activ: activators of PKA-R2B holoenzyme, primary screen, biochemical, fluorescence polarization, Cy5-IP20, human. PKA-R2B holoenzyme dissociation; R2B truncated from residue 108, S112A mutant; 0% DMSO only, 100% 113 µM cGMP. activation, % at 11.4 µM. cAMP-dependent protein kinase catalytic subunit beta (Homo sapiens) + cAMP-dependent …. AID 504700, 2011. hit rate 0.079% among 340,000;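 active = activation above a cutoff set at the mean over all compounds plus 3 SD, cut at about 18% in these data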;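 also: higher means more holoenzyme dissociation and a rise in polarization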
# Target sequence (P31323 whole entry, looked up, other chains not shown, the tested form may be a part): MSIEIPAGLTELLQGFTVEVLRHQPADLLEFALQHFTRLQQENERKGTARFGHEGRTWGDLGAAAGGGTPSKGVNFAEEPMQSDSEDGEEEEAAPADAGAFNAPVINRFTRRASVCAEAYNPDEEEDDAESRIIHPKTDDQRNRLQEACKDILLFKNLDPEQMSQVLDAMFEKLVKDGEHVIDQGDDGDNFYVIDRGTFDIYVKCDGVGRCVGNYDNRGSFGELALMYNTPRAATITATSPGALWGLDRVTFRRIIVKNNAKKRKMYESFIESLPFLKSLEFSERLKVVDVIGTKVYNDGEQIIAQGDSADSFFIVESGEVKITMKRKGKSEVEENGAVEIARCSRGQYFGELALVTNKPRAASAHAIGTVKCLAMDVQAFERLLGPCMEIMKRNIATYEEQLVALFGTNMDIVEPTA
# LANA DNA inh: inhibitors of KSHV C-LANA binding to DNA, primary screen, biochemical, fluorescence polarization, FAM-LBS DNA, MBP-C-LANA, single point | Kaposi's sarcoma herpesvirus LANA C-terminal domain (residues 932-1162) DNA binding | inhibition, % at 9 µM | hit rate 0.078% among 340,000;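 active = highest replicate inhibition at or above 60% at 9 µM, even if other replicates fall short; inactive = all replicates below 60% inhibition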;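 also: 0% = neutral control wells and 100% = 4 µM acridine orange control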
# Rtt109 HAT inh: inhibitors of C. albicans Rtt109/Vps75 HAT, primary screen, biochemical, ThioGlo CoA-SH fluorescence, plate reader | Histone acetyltransferase RTT109 (Candida albicans (strain SC5314 / ATCC MYA-2876)), … | purified Rtt109/Vps75, 4 h | inhibition, % at 34.9 µM | hit rate 0.16% among 330,000;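 active = inhibition of at least 50% in every replicate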
# Target sequence (Q5AAJ8 whole entry, looked up): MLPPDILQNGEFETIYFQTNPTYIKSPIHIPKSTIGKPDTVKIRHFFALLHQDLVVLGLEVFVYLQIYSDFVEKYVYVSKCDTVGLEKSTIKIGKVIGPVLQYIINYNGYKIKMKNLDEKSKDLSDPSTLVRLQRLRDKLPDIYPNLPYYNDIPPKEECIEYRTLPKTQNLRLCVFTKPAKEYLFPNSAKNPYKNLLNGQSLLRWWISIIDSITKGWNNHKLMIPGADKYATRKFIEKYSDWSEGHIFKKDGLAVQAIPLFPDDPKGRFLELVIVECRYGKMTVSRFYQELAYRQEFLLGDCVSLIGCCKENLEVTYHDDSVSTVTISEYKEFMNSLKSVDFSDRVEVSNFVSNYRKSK
# RTF Ca sens inh: cardiac RTF calcium sensitivity inhibitors, primary screen, biochemical, IANBD-TnC fluorescence, EC70 calcium; IANBD-labeled cardiac RTF, Ca2+ fluorescence; hit rate 0.12% among 340,000; inhibition, % at 7.15 µM;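 active = inhibition above the mean inhibition of all tested compounds plus 3 SD, cut at about 17% in these data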;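 also: assay run at fixed EC70 calcium of 1.6 mM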
# cardiac RTF act: cardiac RTF calcium sensitivity activators, primary screen, biochemical, IANBD-TnC fluorescence, EC20 calcium; AID 493008, 2010; hit rate 0.24% among 340,000; activation, % at 7.2 µM; IANBD-labeled TnC RTF fluorescence at EC20 calcium; 0% EC20 calcium, 100% full calcium; Troponin I, cardiac muscle (Homo sapiens) + Troponin T, cardiac muscle (Homo sapiens) + …;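 active = activation above the mean over all tested compounds plus 3 SD, cut at about 30% in these data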;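 also: rise in fluorescence read as greater calcium sensitivity of cardiac thin filaments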
# Active calls of the source: *; / = no result given. Outcome played no part in choosing rows (roughly 1.6% active in at least one column).
SMILES,CAL PDZ FP-1,SR-BI uptake up,CAL PDZ FP-2,Keap1 Nrf2 FP,DAGLB inh,PKA-R2B activ,LANA DNA inh,Rtt109 HAT inh,RTF Ca sens inh,cardiac RTF act
O=C(CN1c2cccc3cccc(c23)S1(=O)=O)N1CCN(c2ccc(F)cc2)CC1,-7.0,-9.6,-1.2,-1.8,-6.4,-8.2,-0.8,0.6,0.6,0.9
O=C(Nc1ccccc1Oc1ccccc1)c1cccc([N+](=O)[O-])c1,1.8,-11.4,0.1,-4.3,-9.3,3.6,-0.4,9.9,1.4,-2.0
O=C1CCCC/C1=C\Nc1ccccc1C(=O)O,-3.0,19.0,-0.6,1.6,0.0,13.5,4.1,1.0,-2.1,2.3
COc1ccc(C(C(=O)NC2CCCC2)N(Cc2cccnc2)C(=O)c2snc(C(N)=O)c2N)cc1OC (stereo unspecified),-4.3,20.2,-1.4,-1.8,-0.1,-4.1,0.4,-3.6,-6.6,-6.3
CCCSc1ccccc1C(=O)N1CCN(C(=O)c2ccco2)CC1,-3.9,5.3,0.0,0.4,-0.4,12.3,-0.1,22.3,2.2,-6.8
N/C(=N\OC(=O)c1cccc([N+](=O)[O-])c1)c1ccccn1,/,8.5,-0.4,1.3,-1.9,-2.6,-0.6,-3.3,2.8,3.2
CN(C)S(=O)(=O)N(CC(=O)Nc1cccc(F)c1)c1ccccc1,-0.2,11.7,0.6,-0.9,-3.3,-7.7,0.6,-4.4,-8.8,-5.2
CCN(C[C@H]1N[C@@](C)(C(=O)OC)[C@H]2C(=O)N(C)C(=O)[C@@H]12)S(=O)(=O)c1ccc(F)cc1,-4.0,0.4,1.4,-1.7,-1.4,-2.5,1.3,5.5,-1.4,-7.9
COc1ccc(S(=O)(=O)Nc2ccc3c(c2)C(=O)N([C@H](C)CO)C[C@H](C)[C@H](CN(C)Cc2ccc(C(=O)O)cc2)O3)cc1,-4.4,-8.4,-0.5,-5.1,0.9,5.5,2.1,3.1,-1.7,-3.4
CCn1ncc(/C=C/C(=O)C2CC2)c1C,-2.8,-6.3,-0.4,-4.3,-0.7,1.0,-0.2,-7.0,0.8,5.9
O=C(NN=C1CCCCCCCCCCC1)c1cccc(S(=O)(=O)N2CCOCC2)c1,-1.5,6.4,-0.6,-3.9,0.1,-6.5,1.6,1.3,-2.9,4.3
O=C(CCNC(=O)Cn1cnc2ccccc2c1=O)NCCC1=CCCCC1,2.5,32.2,1.2,-4.2,-0.5,0.2,-2.9,-4.7,-6.5,-3.5
C=CCN(c1ccccc1C(=O)NCC(=O)OCC)S(=O)(=O)c1ccc(C)cc1,-1.6,-1.6,0.0,-2.2,-1.8,-1.9,-0.2,-4.3,-1.6,2.9
COc1ccc(Cl)cc1NC(=O)CCN1C(=O)C2C3CCC(C3)C2C1=O (stereo unspecified),-3.0,-30.5,-2.6,-3.8,0.6,10.0,1.2,-5.6,-0.2,-5.3
Cc1ccc(-n2nnnc2SCC(=O)Nc2ccc3c(c2)OCCO3)cc1C,-3.4,-2.8,0.6,0.0,-3.5,-3.2,-0.9,-5.4,5.0,-7.2
O=C(O)COc1ccc(/C=C/c2ccc3cccc([N+](=O)[O-])c3n2)cc1,-4.7,-19.0,-0.4,-5.4,4.7,-3.8,6.6,13.6,-31.1,6.8
Cc1cc(C(=O)N/N=C/c2ccc(-c3ccc([N+](=O)[O-])cc3C)o2)n[nH]1,1.5,-39.9,0.0,2.1,7.1,1.9,2.5,-1.6,-9.0,3.5
COc1ccc(C(=O)OCCNC(=O)c2ccncc2)cc1OC,-0.7,20.8,0.0,0.4,-1.8,3.2,0.6,0.8,0.5,4.1
COc1ccc(OC)c(NC(=O)COC(=O)c2n[nH]c3ccccc23)c1,-4.9,/,-2.4,-2.4,-2.2,11.3,-0.4,-5.2,4.9,-1.3
Oc1c(C(c2ccccc2Cl)N2CCCC2)ccc2cccnc12 (stereo unspecified),-6.3,-8.5,-3.0,-19.2,4.3,-1.6,1.1,8.1,5.0,4.6
C=CCOc1ccc2ccccc2c1/C=N/O,-5.0,14.5,-2.3,-2.7,-4.2,-0.6,-1.4,22.3,3.4,1.8
Cc1nc2nc(C)c(CCC(=O)O)c(C)n2n1,-2.8,-25.9,-2.3,0.0,-2.2,-5.3,1.1,-2.4,-3.3,1.4
O=C(CN1C(=O)C2CC=CCC2C1=O)N1CCN(S(=O)(=O)c2ccccc2)CC1 (stereo unspecified),-0.2,3.8,0.3,-4.7,-0.8,-2.2,0.9,3.9,-3.5,-1.7
CCOC(CNC(=O)c1cccn2c(=O)c3c(C)c(C)sc3nc12)OCC,-5.4,-5.7,-1.0,-7.8,-5.2,-8.6,-0.4,18.5,-1.4,-1.1
CCCCN(C(=O)/C=C/c1ccco1)c1c(N)n(Cc2ccccc2)c(=O)[nH]c1=O,-2.4,10.5,-0.4,-4.2,3.5,-5.6,0.9,-10.2,-7.2,3.2
COc1cccc2[nH]c3c(N4CCC5(CC4)OCCO5)ncnc3c12,/,9.6,0.0,1.7,-2.8,-2.7,31.1,-4.9,-2.1,9.2
COC(=O)[C@@H](Cc1ccccc1)NC(=O)[C@H]1CCC(=O)N1C(=O)OCc1ccccc1,-1.9,16.8,0.3,6.4,-1.2,7.5,-0.4,-6.5,-6.3,6.5
Cc1cc(C)n(C2=NS(=O)(=O)c3ccccc32)n1,-2.4,10.7,-0.4,-2.0,-0.9,4.7,1.8,-2.1,-3.2,1.0
CC1CCCCN1C(=O)CSc1nnc(-c2cccnc2)n1C1CCCCC1 (stereo unspecified),-0.9,24.2,/,5.3,-0.8,-2.1,-0.4,6.5,4.9,-5.0
CCOc1ccc(-c2cc(CCCC(=O)NCc3ccc(C)cc3)no2)cc1,/,1.2,0.1,0.2,-3.4,9.1,0.4,0.1,-6.7,2.5
CN(C)CCCOc1cccc(Cl)c1,-2.6,13.9,0.3,3.5,0.4,-15.3,-1.4,7.1,-3.0,3.7
CC1(C)Cc2nc3sc(C(=O)NCCCO)c(N)c3cc2CS1,-5.2,8.7,-3.7,6.1,1.3,5.6,-1.5,2.2,-5.7,0.0
COc1ccccc1N1CCN(C(=O)Cn2c(=O)oc3cc(S(=O)(=O)N4CCCC4)ccc32)CC1,/,-48.8,0.5,-6.4,-3.5,-0.9,0.1,-11.8,-1.8,-0.2
COc1ccc2nc(SCC(=O)Nc3ccccc3OC)[nH]c2c1,-7.7,-7.2,-0.5,3.7,-0.5,-1.0,-0.7,0.5,5.7,0.1
CN(C)CCN1C(=O)c2oc3ccc(Cl)cc3c(=O)c2C1c1cccc(Br)c1 (stereo unspecified),-1.4,4.0,-0.8,1.3,0.9,-5.7,-0.2,-9.0,5.9,6.8
COc1ccc(CCNC(=O)CN(C2CCCCC2)S(C)(=O)=O)cc1OC,-4.1,24.8,-2.1,-2.3,1.0,-10.8,-0.7,-1.9,5.6,-1.8
Nc1nc(NC(=O)c2ccc(Cl)cc2)nn1-c1ccccc1,0.4,22.5,0.5,-0.5,1.4,-1.8,0.0,-5.9,-16.6,12.1
CCn1nc(C)c(CNC(=O)C2CCC(=O)N(Cc3cccc(F)c3)C2)c1C (stereo unspecified),-2.3,-5.2,0.2,1.4,0.3,-0.9,-1.9,2.2,2.0,-2.2
O=C1c2cc(O)c(O)cc2OC(c2ccc(O)c(O)c2)C1O (stereo unspecified),2.9,6.1,0.4,-1.2,2.0,-6.4,8.2,1.8,-13.8,0.8
N#Cc1cccc(NC(=O)Cc2ccccc2)c1,-6.4,2.1,-2.2,-3.2,-1.1,-5.3,-0.1,-0.3,2.5,-2.9
Cc1ccc(-c2ccnc3nc(-n4cccc4)nn23)o1,-0.5,-13.0,-3.5,-2.2,-3.7,1.3,3.9,-5.6,-1.6,-2.3
CCOC(=O)/C(C#N)=C/c1cc2cc(C)c(C)cc2nc1Cl,-3.1,1.4,-0.2,-8.2,-3.3,-13.9,-0.3,21.8,-5.0,7.3
CC(=O)Nc1ccc2nc(C3CC3)n(Cc3ccc(Cl)cc3)c(=O)c2c1,-1.9,-32.9,-3.3,-1.5,2.0,-1.0,-1.8,5.9,-6.7,7.7
COC(=O)c1ccc(CNC(=O)COC(=O)C23CC4CC(CC(C4)C2)C3)cc1,-0.9,18.2,-0.1,2.7,-4.8,4.7,0.0,0.0,-8.1,1.9
CC(=O)N1CCN(C(=O)C2CCN(S(=O)(=O)c3ccccc3C(F)(F)F)CC2)CC1,/,10.5,-0.3,2.4,1.9,-1.6,0.2,-5.2,2.3,4.9
CC(C)=CCC/C(C)=C/Cc1c(O)ccc(C(=O)/C=C/c2ccc(O)cc2)c1O,-0.1,-68.3,-0.2,-2.3,0.6,5.6,-0.2,9.4,-8.4,18.9
CCOC(=O)CN1C(=O)S/C(=C/c2cc(C)n(C)c2C)C1=O,-2.7,/,-1.8,-3.9,-12.0,-6.5,-0.6,8.3,4.1,-1.0
O=C(Nc1ccc(S(=O)(=O)Nc2ncccn2)cc1)c1cccc(Br)c1,10.4,3.6,-1.3,-1.4,2.7,0.5,-0.1,2.9,-1.2,8.5

# Three entries already listed, arranged by molecular weight, descending:
SMILES,CAL PDZ FP-1,SR-BI uptake up,CAL PDZ FP-2,Keap1 Nrf2 FP,DAGLB inh,PKA-R2B activ,LANA DNA inh,Rtt109 HAT inh,RTF Ca sens inh,cardiac RTF act
O=C(Nc1ccc(S(=O)(=O)Nc2ncccn2)cc1)c1cccc(Br)c1,10.4,3.6,-1.3,-1.4,2.7,0.5,-0.1,2.9,-1.2,8.5
CC(C)=CCC/C(C)=C/Cc1c(O)ccc(C(=O)/C=C/c2ccc(O)cc2)c1O,-0.1,-68.3,-0.2,-2.3,0.6,5.6,-0.2,9.4,-8.4,18.9
CCOC(=O)CN1C(=O)S/C(=C/c2cc(C)n(C)c2C)C1=O,-2.7,/,-1.8,-3.9,-12.0,-6.5,-0.6,8.3,4.1,-1.0

# From PubChem
